# L929 necroptosis – L929 zVAD cell death inhibition | L929 zVAD necroptosis rescue, ATP luminescence, 24 h; with zVAD 60 µM | viability rescue, % at 10 µM | 0.38% of 220,000 active | AID 1377;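 active = activation, scaled between plate controls, above about 75%, limit read from the data; inactive = activation under that limit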;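 also: 0% = zVAD with DMSO and 100% = DMSO alone without zVAD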
# EBV gp42 inh – EBV gp42 inhibition. AID 1085. Fluorescence polarization binding assay, mP read-out. 0.42% of 220,000 active. inhibition, % (tested at 21.74 µM); in the data active = inhibition above about 50%
# Target sequence (Q1HVG2 whole entry, looked up): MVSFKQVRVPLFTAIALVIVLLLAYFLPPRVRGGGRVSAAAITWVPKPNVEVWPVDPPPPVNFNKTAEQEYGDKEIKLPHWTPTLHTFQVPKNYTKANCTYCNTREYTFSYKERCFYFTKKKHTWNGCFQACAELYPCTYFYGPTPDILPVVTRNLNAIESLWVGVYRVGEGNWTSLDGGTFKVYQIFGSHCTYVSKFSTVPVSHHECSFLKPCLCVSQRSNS
# Tb hexokinase – T. brucei hexokinase 1 inhibition | recombinant TbHK1, G6PDH-coupled NADH A340 | inhibition, % at 10 µM | 0.11% of 220,000 active | AID 1430;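 active = inhibition of 50% or more in the single-dose primary screen; inactive = inhibition below 50%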
# Runt-SMMHC FRET – inhibitors of human RUNX1 Runt domain binding to CBFb-SMMHC. inhibition, % at 20 µM. Cerulean-Runt/Venus-CBFb-SMMHC FRET ratio 530/480, 1 h. 0.74% of 220,000 active. AID 1434;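 active = mean inhibition across duplicate retests at 20 µM reaching about 50%, limit read from the data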;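 also: 0% = DMSO wells and 100% = wells with excess untagged CBFb-SMMHC; inhibitors lower the FRET ratio by blocking Runt binding to CBFb-SMMHC; some results filed as inactive read as strong as hits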
# Hck-Nef inh – inhibitors of human Hck kinase activated by Nef | inhibition, % at 20 µM | 0.68% of 220,000 active | Recombinant Hck-YEEI plus Nef, Z-Lyte FRET kinase assay | P08631 | AID 463187;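 active = Hck-Nef kinase inhibition above about 50%, limit read from the data; inactive = inhibition below that limit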;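 also: 0% = DMSO with Hck plus Nef and 100% = Hck alone without Nef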
# MDM2 E3 inh – Mdm2 E3 ligase (human) inhibition | Q00987 | cell-based MDM2 ubiquitination luciferase reporter, 2 h; 0 = plate control, 100 = twice control, blank-subtracted | signal enhancement, % at 5 µM | 0.11% of 210,000 active | AID 1230;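 active = signal enhancement of 30% or more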;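 also: luminescence tracks abundance of the self-degrading MDM2-luciferase fusion protein; higher signal means inhibition of MDM2 E3 ligase activity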
# Target sequence (Q00987 whole entry, looked up, the tested form may be a part): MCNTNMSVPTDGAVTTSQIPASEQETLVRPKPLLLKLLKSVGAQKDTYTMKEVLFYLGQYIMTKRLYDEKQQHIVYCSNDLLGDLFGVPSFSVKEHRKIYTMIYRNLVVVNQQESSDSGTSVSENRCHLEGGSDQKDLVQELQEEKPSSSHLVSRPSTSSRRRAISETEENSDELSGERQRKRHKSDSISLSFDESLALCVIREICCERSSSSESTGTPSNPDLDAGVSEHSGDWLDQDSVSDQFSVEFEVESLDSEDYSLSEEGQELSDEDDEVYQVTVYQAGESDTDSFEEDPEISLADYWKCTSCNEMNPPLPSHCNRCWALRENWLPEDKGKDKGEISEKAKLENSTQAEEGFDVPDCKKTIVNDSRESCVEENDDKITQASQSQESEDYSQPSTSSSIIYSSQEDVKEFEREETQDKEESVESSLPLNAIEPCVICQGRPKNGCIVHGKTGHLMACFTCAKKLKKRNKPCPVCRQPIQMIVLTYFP
#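 Test system: stable mammalian line carrying autodegrading MDM2–luciferase fusion reporter; quantity: 2000 cells in each well; times: 4 h cell settling then 2 h compound exposure, 37 °C; detection: luminescence with SteadyLite reagent, 15 min at room temperature; evaluation: percent signal gain over controls, blank-subtracted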
# Runt-CBFb FRET – inhibitors of human RUNX1 Runt domain binding to CBFb | Cerulean-Runt/Venus-CBFb FRET ratio 530/480, 1 h | AID 1496 | 0.46% of 220,000 active | inhibition, % at 20 µM;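 active = inhibition over about 50% at 20 µM in the single-dose screen, limit read from the data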;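 also: 0% = DMSO wells and 100% = excess unlabeled CBFb competitor control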
#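 Measured by: fluorescence energy transfer, 422 nm excitation, 530/480 nm emission; test system: Cerulean-tagged RUNX1 Runt domain (FRET donor) fusion protein; buffer or medium: Tris pH 7.5 buffer with BSA; compound: one dose, 20 µM compound, 1% DMSO; times: two 1 h room-temperature incubations shielded from light; benchmarks: unlabeled CBFb 5 µM, positive control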
# 14-3-3 Bad PPI – disrupts binding of bovine 14-3-3 zeta to phospho-Bad peptide; P63103; TR-FRET 14-3-3zeta/Dy647-pBad peptide displacement, 1 h; inhibition, % at 21.7 µM; 0.71% of 220,000 active; AID 781;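 active = inhibition above about 70%, limit read from the data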;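 also: 0% = full 14-3-3 plus peptide FRET controls and 100% = background without 14-3-3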
# p47phox inh – p47phox (human) inhibition; inhibition, % at 24.7 µM; P14598; p47phox/p22phox peptide binding, fluorescence polarization, 2 h; AID 1274; 0.53% of 220,000 active;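 active = inhibition above about 30%, limit read from the data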;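 also: 0% = p47phox with labelled peptide and 100% = labelled peptide alone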
# * marks the source's active call; other numbers are inactive results; · = not tested or not shown; [ ] = dose if it differs, or a comment.
cpd	smiles	L929 necroptosis	EBV gp42 inh	Tb hexokinase	Runt-SMMHC FRET	Hck-Nef inh
1	O=C(CCSc1nc2ccccc2s1)N/N=C/c1c(O)ccc2ccccc12	3.5	-119	1	-44	-2
2	CC(C)CN(C(=O)CN1CCN(S(=O)(=O)c2ccccc2)CC1)c1c(N)n(CC(C)C)c(=O)[nH]c1=O	-0.2	-9	0	3	-23
3	O=S(=O)(c1ccc(NC(=S)Nc2ccccc2)cc1)N1CCOCC1	1.1	-6	-3	-3	7
4	CCOC(=O)c1cc(-c2ccccc2)n(CCC(=O)N2CCN(c3ccccn3)CC2)c1C	0.1	7	-11	-2	2
5	Cc1nn(Cc2ccc(Cl)cc2)c(C)c1NC(=O)c1c(-c2ccccc2)noc1C	0.8	-2	-2	-1	0
6	CN(C)CCN(C(=O)c1cc(Cl)sc1Cl)c1nc2ccc(F)cc2s1	-0.1	-10	-2	2	1
7	CCCCC(CC)c1nnc(NC(=O)c2cccs2)s1 (stereo not given)	-0.3	-7	-2	-3	12
8	Cc1ccc(C(=O)Nc2cc(=O)n(C)c(=O)n2C)o1	0.1	-24	-30	-2	0
9	Cc1cc(NC(=O)/C=C/c2ccccc2)c(C(C)C)cc1O	13	-1	5	0	5
10	CCOC(=O)c1ccc(NC(=O)CCC(=O)OC)cc1	0.0	-13	4	-1	0
11	Cc1cccc2nc3ccccc3nc12	2.6	-1	-5	5	18
12	Cn1c(N)c(C(=O)COC(=O)c2cc(-c3ccco3)nc3ccccc23)c(=O)n(C)c1=O	2.8	15	-9	-13	4

cpd	MDM2 E3 inh	Runt-CBFb FRET	14-3-3 Bad PPI	p47phox inh
1	5	-2	-7	8
2	-5	0	2	-5
3	-29	2	8	-6
4	6	-7	-9	-18
5	·	-3	2[fluorescence artefact?]	-8
6	-11	-1	-2[fluorescence artefact?]	-2
7	-4	0	9	-2
8	-4	-1	-2	6
9	-10	1	-8	27
10	9	1	5[fluorescence artefact?]	0
11	-6	2	-8	-21
12	·	-3	8	-26

# No new results follow: entries from further up.
cpd	smiles	L929 necroptosis	EBV gp42 inh	Tb hexokinase	Runt-SMMHC FRET	Hck-Nef inh
5	Cc1nn(Cc2ccc(Cl)cc2)c(C)c1NC(=O)c1c(-c2ccccc2)noc1C	0.8	-2	-2	-1	0
6	CN(C)CCN(C(=O)c1cc(Cl)sc1Cl)c1nc2ccc(F)cc2s1	-0.1	-10	-2	2	1

cpd	MDM2 E3 inh	Runt-CBFb FRET	14-3-3 Bad PPI	p47phox inh
5	·	-3	2[fluorescence artefact?]	-8
6	-11	-1	-2[fluorescence artefact?]	-2

# Other records
cpd	smiles	L929 necroptosis	EBV gp42 inh	Tb hexokinase	Runt-SMMHC FRET	Hck-Nef inh
13	O=c1cc(CO)oc(C(Nc2ccccn2)c2ccc(F)cc2)c1O (stereo not given)	0.5	-18	-9	14	-2
14	CCOC(=O)C1(CCOc2ccccc2)CCN(Cc2ccc(COC)o2)CC1	-1.2	-5	-5	1	3
15	CCN(CC)S(=O)(=O)c1ccc(NC(=O)COC(=O)c2cc(S(=O)(=O)Nc3ccc(OC)cc3)ccc2O)cc1	7.8	-14	-3	-1	-1
16	Cc1ccc(S(=O)(=O)N2CCOCC2)cc1C(=O)O	1.2	-7	3	1	-3
17	N#CCCN1CCN(C2=NC(=O)/C(=C\c3cccs3)S2)CC1	3.0	-1	-24	-2	28
18	CC1CCCCN1C(=O)c1ccc(NC(=O)c2ccccc2Cl)cc1 (stereo not given)	1.5	-12	-1	2	-4
19	Cc1cc([N+](=O)[O-])nn1CC(=O)c1ccccc1	2.5	-13	-4	2	17
20	CC1=C(C(=O)Nc2ccccc2C)C(c2ccc(C)o2)NC(=S)N1 (stereo not given)	0.2	-14	-11	5	3
21	CSc1nsc(SCC(=O)N2CCN(c3ccccc3)CC2)n1	0.0	-10	1	-8	0
22	Cc1cccc(OCc2nc3ccccc3c(=O)n2N)c1	-0.2	-6	-1	-8	-1
23	O=C(c1ccncc1)N1c2ccccc2Sc2ccccc21	0.8	-7	-4	0	12
24	Cc1ccccc1NC(=O)CCN1C(=O)CSC1=O	·	-8	-3	3	-5

cpd	MDM2 E3 inh	Runt-CBFb FRET	14-3-3 Bad PPI	p47phox inh
13	-9	12	12	-1
14	-16	-2	-12	-6
15	-12	-2	-16	-32
16	-8	0	-8	2
17	7	0	-28	-3
18	-2	0	-5	-11
19	-8	-1	-3	-3
20	-5	24	-4	-3
21	-23	2	5	10
22	-9	0	-7	-6
23	-6	0	-11	-11
24	-3	1	-6[fluorescence artefact?]	-10

# Three entries from above, ordered by molecular weight, high to low:
cpd	smiles	L929 necroptosis	EBV gp42 inh	Tb hexokinase	Runt-SMMHC FRET	Hck-Nef inh
15	CCN(CC)S(=O)(=O)c1ccc(NC(=O)COC(=O)c2cc(S(=O)(=O)Nc3ccc(OC)cc3)ccc2O)cc1	7.8	-14	-3	-1	-1
21	CSc1nsc(SCC(=O)N2CCN(c3ccccc3)CC2)n1	0.0	-10	1	-8	0
20	CC1=C(C(=O)Nc2ccccc2C)C(c2ccc(C)o2)NC(=S)N1 (stereo not given)	0.2	-14	-11	5	3

cpd	MDM2 E3 inh	Runt-CBFb FRET	14-3-3 Bad PPI	p47phox inh
15	-12	-2	-16	-32
21	-23	2	5	10
20	-5	24	-4	-3

# Values by screen from the entries so far.
# MDM2 E3 inh for entries 13–24 → -9, -16, -12, -8, 7, -2, -8, -5, -23, -9, -6, -3

# Next compounds follow.
cpd	smiles	L929 necroptosis	EBV gp42 inh	Tb hexokinase	Runt-SMMHC FRET	Hck-Nef inh
25	COc1ccc(NC(=O)CN(c2ccc([N+](=O)[O-])cc2)S(=O)(=O)c2ccccc2)cc1	1.4	-17	-5	-3	0
26	Cc1cccc(N2CCC(N3CCN(C4CCCCC4)C(CCO)C3)CC2)c1C (stereo not given)	-0.6	4	5	5	6
27	O=C(COc1ccccc1-c1ccccc1)N/N=C/c1ccc2ccccc2c1	-0.1	-12	-1	1	3
28	CC(C)(C)n1cc(S(=O)(=O)c2ccccc2)[nH]c1=O	7.1	-16	3	-2	20
29	CCOC(=O)c1c(C)[nH]c(C(=O)OCC(=O)Nc2cc(Cl)ccc2OC)c1C	-0.3	-16	9	2	43
30	COc1cccc(C2C(C(=O)OCc3ccccc3)=C(C)Nc3ncnn32)c1OC (stereo not given)	-0.3	3	-1	3	0
31	N#CCC(=O)N/N=C/c1cc([N+](=O)[O-])ccc1N1CCCC1	0.0	-32	-14	-7	30
32	COc1ccc(/C=C2\Cc3ccccc3C2=O)cc1OC	2.0	4	-37	-3	-55
33	O=C(O)Cn1c(P(=O)(O)c2ccccc2)nc2ccccc21	0.1	-16	8	3	-1
34	Clc1ccc2[nH]c3c(NCCCN4CCOCC4)ncnc3c2c1	49	-11	-5	0	8
35	COc1cc(O)c(C(CC(=O)N2CCOCC2)c2ccc3c(c2)OCO3)c(OC)c1 (stereo not given)	0.0	-10	-3	-5	10
36	COc1ccc(CNC(=O)C/C(C)=N/NC(=O)c2ccc([N+](=O)[O-])cc2Cl)cc1	0.5	-16	0	0	-6

cpd	MDM2 E3 inh	Runt-CBFb FRET	14-3-3 Bad PPI	p47phox inh
25	-2	4	1	-12
26	-13	2	-10	-16
27	-20	2	-11	-13
28	-17	0	-15	-9
29	-5	0	2	-12
30	-14	4	-5	-8
31	-31	-3	9	-8
32	-2	0	2	-14
33	1	-1	29	-13
34	-5	-1	4[fluorescence artefact?]	-3
35	6	3	-1	-1
36	-13	·	-6	-17

# (next part)
cpd	smiles	L929 necroptosis	EBV gp42 inh	Tb hexokinase	Runt-SMMHC FRET	Hck-Nef inh
37	COC1=C/C(=C/c2c(O)c(C#N)c3ccccn23)C=CC1=O	-0.3	-11	-14	15	-6
38	O=C(COc1ccc(F)cc1)c1c(O)cc(O)cc1O	-0.3	-10	-30	2	17
39	O=S(=O)(Cc1ccccc1)Nn1cnnc1	2.2	-17	10	-3	-10
40	CC(/C=C/c1ccccc1)=N\NC(=O)CCc1ccccc1	38	-6	-3	1	17
41	S=c1[nH]nc(-c2ccco2)n1C1CCCCC1	0.5	-4	-3	9	1
42	Cc1ccc(C(=O)COC(=O)c2ccc3c(c2)C(=O)N(c2cccc4ncccc24)C3=O)cc1C	-0.2	-17	-7	0	12
43	CCOC(=O)CNc1ncc(C(F)(F)F)cc1Cl	2.0	-16	-2	-1	19
44	CCCOc1ccc(CSC2=NCCN2)cc1[N+](=O)[O-]	70	-12	-3	1	1

cpd	MDM2 E3 inh	Runt-CBFb FRET	14-3-3 Bad PPI	p47phox inh
37	-20	6	4	-225
38	-3	2	21	-10
39	-22	0	40[fluorescence artefact?]	-9
40	-5	-1	-9	-15
41	-8	8	2[fluorescence artefact?]	-7
42	-4	0	57	73*
43	-10	-1	-3	-6
44	-11	1	3	12
